Compound activity (PubChem BioAssay)
CHO-K1 Ca antag: counter-screen for M1 antagonists: effect in parental CHO-K1 cells | ATP-induced calcium, Fluo-8 fluorescence | inhibition, % at 3 µM | 360,000 tested, 0.6% active | AID 602250;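 active means inhibition above a per-plate cutoff, the plate's mean sample inhibition plus 3 SD, cut at about 24% in these data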;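 further: 0% = DMSO plus EC80 ATP and 100% = DMSO alone without ATP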
CHO-K1 Ca PAM: nonselective activator or artifact in parental CHO-K1 calcium assay; ATP EC20, Fluo-8 calcium fluorescence; 0% at ATP EC20, 100% at ATP max; activation, % at 3 µM; 360,000 tested, 0.02% active; AID 602247;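 active means activation above the run cutoff, the mean activation of all test compounds plus 3 SD, cut at about 40% in these data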;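 further: peak over basal fluorescence ratio in a 140 s read after ATP addition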
M1 ag parental: nonselective activator or artifact in parental CHO-K1 cells; AID 602248; 360,000 tested, 0.48% active; activation, % at 3 µM; Fluo-8 calcium fluorescence; scaled to maximal ATP response, vehicle zero; in the data active means activation above about 15%;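 further: untransfected CHO-K1 host cells lacking M1 receptor as counterscreen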
OXTR ag: activates the human oxytocin receptor; P30559; CHO-OTR cells, Fluo-8 calcium fluorescence; normalized: DMSO 0%, oxytocin 100%; activation, % at 3 µM; 320,000 tested, 0.32% active;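 active means activation above the mean of all tested compounds plus 3 SD, cutoff set per screening run, cut at about 20% in these data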;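 further: peak over basal fluorescence ratio from a 100 s FLIPR kinetic read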
Target sequence (P30559 whole entry, looked up): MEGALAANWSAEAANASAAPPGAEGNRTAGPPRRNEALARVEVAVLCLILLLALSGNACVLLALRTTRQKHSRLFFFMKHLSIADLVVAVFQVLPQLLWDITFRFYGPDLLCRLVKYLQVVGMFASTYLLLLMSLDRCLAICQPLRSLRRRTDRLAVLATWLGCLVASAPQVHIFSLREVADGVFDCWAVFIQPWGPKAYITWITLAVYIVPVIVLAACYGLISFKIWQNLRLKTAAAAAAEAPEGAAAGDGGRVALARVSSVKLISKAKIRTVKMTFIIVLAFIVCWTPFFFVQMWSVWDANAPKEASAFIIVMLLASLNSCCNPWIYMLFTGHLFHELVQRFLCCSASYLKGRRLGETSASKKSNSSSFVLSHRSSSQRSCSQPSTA
TAAR1 antag: human TAAR1 antagonism; Q96RJ0; CHO RD-HGA16 TAAR1, Fluo-8 calcium fluorescence, antagonist; inhibition, % at 3 µM; 360,000 tested, 1.5% active; AID 624466;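 active means inhibition above a per-plate cutoff, the mean inhibition of test compounds on that plate plus 3 SD, cut at about 49% in these data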;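 further: 0% = DMSO plus EC80 beta-PEA response and 100% = DMSO alone without agonist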
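Assay system: CHO-derived RD-HGA16 cells stably expressing human TAAR1 plus Gα16. Timing: 140 s kinetic read after compound, 140 s after agonist. Technique: kinetic Fluo-8 calcium fluorescence measurement. Measure: % inhibition of agonist calcium response.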
V1aR counter: V1a receptor agonism, counter-screen for OXTR agonists | P37288 | CHO-V1R cells, Fluo-8 calcium fluorescence, agonist mode; 0% DMSO, 100% 3 nM vasopressin | activation, % at 3 µM | 320,000 tested, 0.25% active | AID 2797;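 active means activation above the mean activation of all tested compounds plus 3 SD, per screening run, cut at about 20% in these data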;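 further: signal is peak over basal fluorescence ratio across a 100 second FLIPR read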
CHO parental Ca: counter-screen for OX1R antagonists: effect in parental CHO cells; 330,000 tested, 0.63% active; inhibition, % at 5.6 µM; parental CHO-K1, ATP-induced calcium, Fluo-8 fluorescence;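 active means inhibition above that plate's mean sample inhibition plus 3 SD, cut at about 26% in these data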;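 further: 0% = ATP-challenged DMSO wells and 100% = DMSO wells without ATP; some compounds past the cut are filed as inactive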
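Test system: untransfected parental CHO cell line; also added: ATP stimulus; dosing: 5.6 µM, single dose; signal: calcium-sensitive Fluo-8 fluorescence; measure: percent inhibition of ATP-evoked calcium rise, normalized to controls; benchmarks: low control ATP plus DMSO, high control DMSO only; replication: one well per compound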
OXTR potentiate: potentiates the human oxytocin receptor response | activation, % at 3 µM | 320,000 tested, 0.061% active | CHO-OTR cells, Fluo-8 calcium fluorescence, potentiator mode; 0% = oxytocin EC15, 100% = EC100 | P30559;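 active means activation above that plate's cutoff, the mean activation of tested compounds plus 3 SD, cut at about 6.6% in these data, passing the limit was not always enough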;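 further: 100% uses oxytocin at 75 nM as the full agonist control; some results filed as inactive read as strong as hits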
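System: human OTR in CHO cells / Also added: sub-maximal oxytocin, roughly EC15 / Control set: EC15 oxytocin low, 75 nM oxytocin high / Schedule: 6 min compound pre-incubation at room temperature, 100 s kinetic read / Compound: single-point 3.0 µM / Replication: singlicate / Technique: Fluo-8 calcium dye fluorescence / Read-out basis: % activation of max/min ratio relative to oxytocin controls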
GPR7 antagonist: human neuropeptides B/W receptor 1 antagonism. inhibition, % at 4.4 µM. 290,000 tested, 1.1% active. P48145. GPR7-expressing cells, fluorescence antagonist assay. AID 1861; in the data active means inhibition above about 16%, passing the limit was not always enough;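 further: cells stimulated with the agonist NPW; 0% = agonist with vehicle and 100% = vehicle without agonist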
Target sequence (P48145 whole entry, looked up): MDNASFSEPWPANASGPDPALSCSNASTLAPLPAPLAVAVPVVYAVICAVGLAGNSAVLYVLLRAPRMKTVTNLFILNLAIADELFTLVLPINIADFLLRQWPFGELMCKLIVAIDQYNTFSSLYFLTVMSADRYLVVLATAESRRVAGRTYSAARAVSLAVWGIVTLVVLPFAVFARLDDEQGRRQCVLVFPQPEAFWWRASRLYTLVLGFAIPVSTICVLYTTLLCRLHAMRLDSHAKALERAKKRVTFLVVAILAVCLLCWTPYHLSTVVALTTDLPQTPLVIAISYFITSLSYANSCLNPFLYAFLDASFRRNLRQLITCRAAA
The depositor's hits bear a star; x = not tested or not shown.

Key to letters: A = CHO-K1 Ca antag; B = CHO-K1 Ca PAM; C = M1 ag parental; D = OXTR ag; E = TAAR1 antag; F = V1aR counter; G = CHO parental Ca; H = OXTR potentiate; I = GPR7 antagonist
> CCOC(=O)CCCNC(=O)COc1ccccc1C#N
  A: 1	B: 14	C: 0.6	D: 0.6	E: -17	F: 2.1	G: -12	H: -7	I: -1
> CC1=CC(C)(C)N(C(=O)CSc2nnc(-c3ccc(C)cc3)o2)c2ccc(C)cc21
  A: -9	B: 7	C: 0.0	D: -1.4	E: 20	F: 0.1	G: 7	H: -20	I: -10
> CC(=O)Nc1cccc(C(=O)NC(C)c2ccc(S(N)(=O)=O)cc2)c1 (stereo unspecified)
  A: -19	B: 19	C: 0.4	D: -0.3	E: 4	F: 1.0	G: -10	H: 0	I: -2
> Cc1cccc2c(C(=O)N3CCCCC3)cc(-c3ccccc3)nc12
  A: -6	B: -8	C: -0.7	D: -1.4	E: 2	F: -0.9	G: -25	H: -7	I: -5
> Cc1cc(O)c(C(C)C)cc1NC(=O)Cn1nc(C)c2ccccc2c1=O
  A: -9	B: 1	C: 1.2	D: 0.9	E: -17	F: 0.2	G: -6	H: -1	I: -16
> Cc1ccc(NC(=O)NC(=O)N(C(C)C)S(C)(=O)=O)nc1
  A: 0	B: 25	C: 0.3	D: 0.6	E: -3	F: 0.0	G: 0	H: -4	I: 6
> NC(=O)c1ncn([C@@H]2O[C@H](CNCc3ccc(-c4cc(C(F)(F)F)ccc4Cl)o3)[C@@H](O)[C@H]2O)n1
  A: -8	B: 14	C: 0.1	D: x	E: -28	F: x	G: x	H: x	I: x
> S=c1[nH]nc(-c2c[nH]c3ccccc23)o1
  A: -8	B: 0	C: 0.8	D: 1.6	E: -11	F: 1.4	G: 1	H: -18	I: -4
> CCCCc1ccc(NC(=O)Cn2c(=O)c(N3CCCCC3)c(N)n(C)c2=O)cc1
  A: -13	B: 11	C: 0.4	D: -1.5	E: -22	F: -0.4	G: -4	H: -5	I: x
> O=C(NCC(F)(F)F)c1[nH]c(C(F)(F)F)nc1-c1ccccc1
  A: -5	B: 6	C: 1.3	D: x	E: -7	F: x	G: x	H: x	I: x
> CC(=O)N(c1ccc(C)cc1)c1nc(C)cc(C)c1C#N
  A: -9	B: 10	C: -0.3	D: -0.4	E: -9	F: 0.6	G: 7	H: -9	I: -2
> COc1ccc(-n2c(NN)nc3sc4c(c3c2=O)CCCC4)cc1
  A: -4	B: -5	C: 3.2	D: -0.8	E: -22	F: -1.9	G: -18	H: -11	I: -9
> CC(/C=C/c1ccco1)=N\NC(=O)CNc1ccc2ccccc2c1
  A: -14	B: 11	C: 0.5	D: 0.5	E: -3	F: 0.1	G: -9	H: -8	I: -6
> CCc1ccc(C(=O)NNC(=O)c2cc(S(=O)(=O)N(C)C)ccc2N2CCCC2)cc1
  A: -14	B: 4	C: 0.4	D: -1.4	E: -27	F: -0.2	G: -14	H: 0	I: -4
> COc1ccc(CCNC(=O)COc2coc(CN3c4ccccc4CC3C)cc2=O)cc1OC (stereo unspecified)
  A: -2	B: 10	C: 4.5	D: 1.2	E: -3	F: 2.4	G: -13	H: -9	I: x

Key to letters: A = CHO-K1 Ca antag; B = CHO-K1 Ca PAM; C = M1 ag parental; D = OXTR ag; E = TAAR1 antag; F = V1aR counter; G = CHO parental Ca; H = OXTR potentiate; I = GPR7 antagonist
> CC(C)Oc1ccc(S(=O)(=O)N2CCOCC2)cc1NC(=O)c1ccc(N2CCCC2=O)cc1
  A: -10	B: 5	C: 1.1	D: -0.5	E: -10	F: 2.2	G: -23	H: -5	I: -10
> CN(CCCC(=O)Nc1nccs1)S(=O)(=O)c1ccc(Cl)cc1
  A: 3	B: 12	C: 1.1	D: 0.7	E: 6	F: 2.2	G: -6	H: -4	I: -10
> CS(=O)(=O)c1ccc(Cl)c(NC(=O)CSC(=S)N2CCCC2)c1
  A: -8	B: 8	C: 0.9	D: 1.0	E: -7	F: 1.3	G: -1	H: -10	I: -3
> CC(C)(C)C(=O)CC1(O)C(=O)N(Cc2ccccc2)c2ccccc21 (stereo unspecified)
  A: -16	B: 20	C: 1.3	D: 0.1	E: x	F: 0.7	G: -23	H: -6	I: -18
> CC(OC(=O)c1ccc(Cl)c(S(N)(=O)=O)c1)C(=O)NCc1ccc2c(c1)OCO2 (stereo unspecified)
  A: 10	B: 2	C: 0.1	D: -1.2	E: -8	F: -0.3	G: -3	H: -6	I: x
> Cc1ccc(SCc2cc(=O)[nH]c(Nc3nc(C)c4cccc(C)c4n3)n2)cc1
  A: -4	B: 17	C: 8.7	D: 0.4	E: 0	F: -0.2	G: -6	H: -7	I: -5
> O=C(CNC(=O)c1ccccc1)OCC(=O)N1N=C(c2ccc(Cl)cc2)CC1c1ccco1 (stereo unspecified)
  A: -2	B: 16	C: 0.2	D: 0.0	E: -18	F: 0.6	G: -26	H: -11	I: 7
> CNC(=O)COc1ncnc2sc(C)c(C)c12
  A: -15	B: 11	C: 0.2	D: 4.0	E: 4	F: 4.6	G: -4	H: -10	I: -12
> O=[N+]([O-])c1cc([N+](=O)[O-])c(Oc2cc(F)cc(F)c2F)cc1NN1CCCCC1
  A: -8	B: 14	C: -0.3	D: -1.1	E: -6	F: 0.4	G: -22	H: -4	I: -2
> O=C(c1ccc(Cl)c(S(=O)(=O)N2CCc3ccccc3C2)c1)N1CCN(c2ccccc2)CC1
  A: 2	B: 11	C: 1.2	D: -1.9	E: 6	F: 0.7	G: -10	H: -7	I: 4
> Cc1ccc(NC(=O)Nn2cnnc2)cc1Cl
  A: -11	B: 14	C: 0.6	D: -0.6	E: -20	F: -0.1	G: -8	H: -6	I: -21
> O=C(Nc1ncc(Cc2ccccc2Cl)s1)C1CCCO1 (stereo unspecified)
  A: 9	B: -5	C: 0.3	D: -0.7	E: 1	F: 0.8	G: -6	H: -7	I: 9
> CCn1c(SCc2nc3ccccc3s2)nnc1-c1cccs1
  A: -7	B: 9	C: 1.4	D: 1.1	E: 7	F: -0.2	G: 0	H: -5	I: 6
> Cc1ccc(OCC(=O)Nc2ccc(Cl)cc2)c(-n2nc3ccccc3n2)c1
  A: -2	B: 15	C: 0.2	D: -0.1	E: -4	F: -0.2	G: -5	H: -5	I: -4
> COc1ccc(CCNC(=O)CC2Nc3ccccc3NC2=O)cc1OC (stereo unspecified)
  A: -6	B: 9	C: 0.2	D: 0.4	E: 5	F: -0.3	G: 4	H: -4	I: -10

Key to letters: A = CHO-K1 Ca antag; B = CHO-K1 Ca PAM; C = M1 ag parental; D = OXTR ag; E = TAAR1 antag; F = V1aR counter; G = CHO parental Ca; H = OXTR potentiate; I = GPR7 antagonist
> CN(C)CCN1C(=O)c2oc3ccccc3c(=O)c2C1c1ccc(F)cc1 (stereo unspecified)
  A: -4	B: 7	C: 0.3	D: 0.7	E: 9	F: 0.9	G: -8	H: -6	I: 2
> COc1cc(C2/C(=C(\O)c3ccc4c(c3)CC(C)O4)C(=O)C(=O)N2CCCn2ccnc2)ccc1O (stereo unspecified)
  A: 4	B: 0	C: 0.3	D: -0.3	E: -6	F: 0.0	G: -11	H: -15	I: 3
> Cc1cccc(NC(=O)C2CC(=O)N/C(=N/N=C/c3ccco3)S2)c1 (stereo unspecified)
  A: -9	B: 23	C: 0.4	D: 2.5	E: -15	F: 2.4	G: -5	H: 6	I: -1
> COc1ccc(NC(=O)C(=O)NCCC2CCCCN2S(=O)(=O)c2ccc(F)cc2)cc1 (stereo unspecified)
  A: -5	B: -3	C: -0.5	D: 0.9	E: -18	F: 0.2	G: -20	H: -6	I: x
> COc1ccc(-c2ccc(-c3cc(=O)oc4cc(OC)c(OC)c(OC)c34)cc2)cc1F
  A: -19	B: 12	C: 1.0	D: x	E: -10	F: x	G: -1	H: x	I: x
> COc1cc(C(=O)NCc2ccc(C)cc2)ccc1OC(F)F
  A: 10	B: -2	C: 0.2	D: -2.3	E: -3	F: -0.2	G: -11	H: 4	I: -6
> CC1CCN(c2ncnc3c2cnn3-c2ccccc2)CC1
  A: -4	B: 14	C: 0.1	D: -1.8	E: -9	F: -1.4	G: -8	H: -4	I: -1
> CS(=O)(=O)c1ccc(Sc2nc3ccccc3s2)c([N+](=O)[O-])c1
  A: -6	B: 6	C: 1.6	D: 6.0	E: x	F: 4.4	G: 0	H: -7	I: 0
> Cc1ccc(NC(=O)Cc2ccc(-c3ccccc3)cc2)nc1
  A: 11	B: 3	C: -0.4	D: -1.0	E: -11	F: -0.1	G: -5	H: -4	I: 15
> Cc1c(C#N)c(O)[nH]c(=O)c1N=Nc1ccc(S(N)(=O)=O)cc1
  A: -5	B: 4	C: 0.3	D: 0.2	E: -2	F: 0.2	G: 2	H: -10	I: 4
> Cc1cccc(C)c1NC(=S)N(Cc1cccs1)C1CCCC1
  A: 16	B: -4	C: 0.3	D: -0.4	E: -21	F: -0.7	G: 13	H: 3	I: -19
> COc1ccc(-n2nc(C(=O)NCC(=O)N3CCCC3)c3ccccc3c2=O)cc1
  A: -16	B: 6	C: 1.8	D: -0.3	E: -15	F: 5.0	G: -8	H: 3	I: -2
> COc1ccc(OCC(=O)Nc2ccccc2C(=O)Nc2ccc(C(=O)O)cc2)cc1
  A: -5	B: 6	C: 0.0	D: -0.1	E: -14	F: 1.3	G: 15	H: -15	I: 4
> COc1ccccc1NC(=O)Nc1ccc(F)c(F)c1
  A: -4	B: 15	C: 4.0	D: -0.2	E: 6	F: 2.1	G: -7	H: -15	I: -2
